# Source: PubChem BioAssay (Broad Institute)
# Cneo AK release: Cryptococcus neoformans lysis via adenylate kinase release; C. neoformans lysis, adenylate kinase release luminescence, 4 h; normalised: neutral wells 0, clomiphene wells 100; lysis activity, % at 15 µM; 360,000 tested, 0.2% active;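 active = mean lysis activity across replicates of at least 80%, whatever share of replicates individually reach that level; inactive = mean lysis activity below 80%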
#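 Material – log-phase Cryptococcus neoformans yeast cells · Input – 5 × 10^6 yeast cells/mL · Medium – fresh YPD growth medium · Doses – single compound concentration per well · Timing – static 4 h at 37 °C with compound, 1 h detection · Detection – adenylate kinase release luminescence · Read-out – signal increase indicating cell lysis · Control set – Clomiphene as positive lysis control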
# SIRT5 inh: blocks human SIRT5 desuccinylation of peptide. 330,000 tested, 1.1% active. inhibition, % at 15 µM. Purified SirT5, succinyl-peptide AMC, trypsin-coupled fluorescence. Q9NXA8. AID 652115; in the data active = inhibition above about 15%; inconclusive = no clear call, values can overlap the other calls
# C2C12 statin: protects C2C12 myotubes from simvastatin toxicity; ATP luminescence, 48 h; scaled: DMSO 0, geranylgeraniol control 100; rescue of ATP level, % at 7.49 µM; 330,000 tested, 0.78% active; AID 602340;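 active = mean ATP rescue above about 67%, or every replicate alone reaching that limit, limit read from the data, passing the limit was not always enough; inconclusive = no clear call, values can overlap the other calls; inactive = mean under the limit and some replicate under it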;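 note: myotubes were challenged with 10 µM simvastatin during compound exposure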
# ERAP1 HTS inh: ERAP1 (human) enzyme inhibition | inhibition, % at 10.7 µM | recombinant ERAP1, Leu-AMC fluorescence, 60 min | 340,000 tested, 0.15% active;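 active = mean replicate inhibition of at least 30%, or all replicates individually reaching that 30% level; inactive = mean below 30% and not every replicate reaching it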;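 note: 0% = neutral control wells and 100% = L-leucinethiol positive control wells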
# Target sequence (Q9NZ08 whole entry, looked up): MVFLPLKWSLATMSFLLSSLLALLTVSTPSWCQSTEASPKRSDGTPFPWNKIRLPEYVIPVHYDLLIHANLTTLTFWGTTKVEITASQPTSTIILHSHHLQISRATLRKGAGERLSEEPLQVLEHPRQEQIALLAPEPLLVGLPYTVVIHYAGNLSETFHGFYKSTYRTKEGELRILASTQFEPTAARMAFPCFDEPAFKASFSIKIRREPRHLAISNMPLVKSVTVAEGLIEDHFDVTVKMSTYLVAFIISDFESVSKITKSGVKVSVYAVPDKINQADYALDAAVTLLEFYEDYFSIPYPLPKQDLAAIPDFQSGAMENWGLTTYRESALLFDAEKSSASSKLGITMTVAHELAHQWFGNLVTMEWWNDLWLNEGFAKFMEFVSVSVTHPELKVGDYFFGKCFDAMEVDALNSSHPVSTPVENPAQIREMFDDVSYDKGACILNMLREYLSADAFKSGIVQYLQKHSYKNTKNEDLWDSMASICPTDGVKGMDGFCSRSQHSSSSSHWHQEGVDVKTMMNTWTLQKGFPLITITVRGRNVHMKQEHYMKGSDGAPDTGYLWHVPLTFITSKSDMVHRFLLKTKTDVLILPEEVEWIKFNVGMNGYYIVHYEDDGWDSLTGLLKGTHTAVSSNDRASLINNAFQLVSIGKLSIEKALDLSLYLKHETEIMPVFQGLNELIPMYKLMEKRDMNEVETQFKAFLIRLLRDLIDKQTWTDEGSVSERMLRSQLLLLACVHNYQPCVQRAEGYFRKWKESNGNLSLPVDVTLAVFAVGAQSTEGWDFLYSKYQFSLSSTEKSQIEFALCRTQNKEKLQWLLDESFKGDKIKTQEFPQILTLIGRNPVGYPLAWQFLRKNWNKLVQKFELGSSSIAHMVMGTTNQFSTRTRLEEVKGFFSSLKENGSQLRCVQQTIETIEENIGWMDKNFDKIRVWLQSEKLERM
# S100A4 inh HTS: inhibitors of human S100A4 binding to myosin IIA peptide | S100A4/TAMRA-MyoIIA peptide fluorescence polarization | inhibition, % at 10.7 µM | 360,000 tested, 0.14% active;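 active = mean inhibition of at least 70% across replicates, with every replicate also reaching that level; inconclusive = mean inhibition reaches 70% but some replicates fall short; inactive = mean inhibition below 70%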
# Target sequence (P26447 whole entry, looked up): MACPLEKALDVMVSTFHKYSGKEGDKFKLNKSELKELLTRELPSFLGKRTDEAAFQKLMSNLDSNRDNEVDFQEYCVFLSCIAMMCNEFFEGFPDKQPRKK
#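 Compound dosing: one dose per compound; test system: human S100A4 monomer with TAMRA-labelled myosin IIA peptide; probe or stimulus: TAMRA-labelled myosin IIA heavy-chain peptide probe, 5 nM; medium: HEPES buffer with Ca2+, pH 7.2; schedule: 5 min incubation before reading; benchmarks: neutral control DMSO, positive control TFP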
# PGC1a acetyl inh: modulators of PGC1a acetylation; U2OS PGC1a acetylation, AlphaScreen anti-acetyl-lysine; with virally co-expressed GCN5 acetyltransferase; inhibition, % at 15.6 µM; 350,000 tested, 0.17% active; AID 651687;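 active = every replicate shows inhibition of at least 40%; inconclusive = mean inhibition at least 40% but some replicate below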;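 note: 0% = neutral control wells and 100% = positive control wells; some results beyond the cut were filed as inactive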
# LGR2 inh: Drosophila LGR2 receptor signaling inhibition; HEK293 LGR2, CRE-luciferase, bursicon-stimulated, 4 h; inhibition, % at 9.99 µM; AID 720647; 380,000 tested, 0.35% active;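 active = drop in luminescence signal, shown as inhibition above about 50% in the replicate tests, limit read from the data, passing the limit was not always enough; inconclusive = probably only some replicates passing the limit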;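 note: agonist challenge used bursicon conditioned medium at about half maximal strength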
# Xi reactivation: activators of X-chromosome reactivation in mouse fibroblasts. activation, % at 7.58 µM. 360,000 tested, 0.055% active. XiGFP mouse fibroblasts, % GFP-positive cells imaging, 3 d; cells co-treated with 5-aza-dC sensitizer; scaled so ellipticine positive control = 100%. AID 743238;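 active = mean normalized replicate activation at least 10% and every replicate at or above 10%; inconclusive = only one of the two criteria met; inactive = mean below 10% and not all replicates reach 10%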;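 note: 0% = median of on-plate neutral control wells and 100% = ellipticine 6 µM median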
#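 System: XiGFP fibroblasts, SV40-immortalized. Medium: DMEM plus 5-aza-dC sensitizer. Doses: single point. Timing: 3 d treatment, 15 min room-temperature fixation. Control set: ellipticine 6 µM.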
# Active calls of the source: *; ? = inconclusive; / = not tested or not shown. Only part of the results is shown; rates above refer to the full screens.
SMILES,Cneo AK release,SIRT5 inh,C2C12 statin,ERAP1 HTS inh,S100A4 inh HTS,PGC1a acetyl inh,LGR2 inh,Xi reactivation
CC(C)=NN1C(c2nonc2N)=NOC1(C)C,0.5,-5.7,/,/,7.6,-2.9,4.0,0.0
Cc1cccc(-n2c(CCn3nc(C)c([N+](=O)[O-])c3C)n[nH]c2=S)c1,1.6,-1.5,11.9,4.0,5.9,14.4,-3.4,/
C[C@H](CO)N1C[C@H](C)[C@H](CN(C)Cc2ccccn2)Oc2ncc(C#CCN(C)C)cc2C1=O,-6.8,-0.1,0.2,-6.4,1.2,-16.0,5.4,-0.8
CNC[C@@H]1Oc2ccc(NS(=O)(=O)c3cccs3)cc2CC(=O)N([C@@H](C)CO)C[C@H]1C,54.9,4.5,-10.2,-1.0,5.9,11.9,4.6,-1.1
CC(C)COc1ccc(C(=O)OCC(=O)NCc2cccs2)cc1,1.7,-1.9,5.1,2.2,-7.8,/,7.1,0.0
CCC1CCCCN1C(=O)CSc1nc(N)c(NC(=O)c2ccco2)c(=O)[nH]1 (centres undefined),-1.7,-1.1,-16.8,-1.5,0.1,-33.4,20.3,0.2
COc1ccc(S(=O)(=O)N(C)C[C@H]2OCCCC[C@H](C)Oc3ccc(NS(C)(=O)=O)cc3C(=O)N([C@H](C)CO)C[C@H]2C)cc1,-1.1,-1.2,/,1.0,16.2,-16.7,-5.7,0.0
COC(=O)Cc1c(C)c2ccc(OCC(=O)N3CCOCC3)cc2oc1=O,0.5,/,3.4,/,/,10.0,10.1,/
CCc1nc2ccc(C(=O)N3CCN(S(=O)(=O)CC)CC3)cn2c1N(C=O)CCC(C)C,-0.7,3.7,-7.9,0.4,-2.4,/,-11.0,-0.1
COc1ccc(OC(=O)OCc2ccccc2)cc1,-1.2,1.9,/,3.4,-2.5,/,4.6,0.0
COc1ccc(-c2nc3ccc(Cl)cn3c2Cc2ccccc2C(F)(F)F)cc1OC,-0.8,-4.5,-12.4,-5.4,-5.9,14.7,-48.6,/
CC(C)CN(C(=O)COC(=O)c1ccccc1SCC(=O)N1CCCC1)C1CCS(=O)(=O)C1 (centres undefined),-0.5,-1.2,15.6,1.3,5.3,6.7,21.8,0.0
CCn1c(SCC(=O)Nc2ccc3[nH]c(=O)[nH]c3c2)nnc1-c1ccccc1,-3.8,-1.2,9.4,-0.6,10.9,-8.0,3.9,-0.2
O=C(C[C@@H]1C=C[C@@H](NC(=O)Nc2ccc(C(F)(F)F)cc2)[C@H](CO)O1)NCc1cccc(F)c1,0.4,-1.8,-20.3,-0.4,9.3,3.3,5.6,0.3
COc1cccc(CN2C(=O)[C@@H]3Cc4c([nH]c5ccccc45)C(C)(C)N3C2=O)c1,-1.8,-2.0,-0.6,0.7,2.0,/,35.7,0.0
CC1=C(C#N)C(c2cccnc2)C2=C(N1)c1ccccc1C2=O (centres undefined),1.2,-9.6,-4.8,5.5,1.3,/,1.1,0.0
CCOc1ccc(N2CC(C(=O)Nc3c(C)n(C)n(-c4ccccc4)c3=O)CC2=O)cc1 (centres undefined),/,-2.7,/,0.0,-5.0,/,14.6,0.0
O=C(C1CCCC1)N1C[C@@H]2[C@H](c3ccccc31)[C@@H](CO)N2C(=O)c1cccnc1,3.9,-1.4,-11.8,-1.0,-3.7,4.4,-13.7,0.1
CN(C(=O)c1ccc(NC(=O)Cc2cccc(NC(=O)C3CCCN(C(=O)CCc4ccccc4)C3)c2)cc1)C1CC1 (centres undefined),-5.7,-0.2,-1.4,0.0,1.9,0.3,-16.7,/
CC=Cc1ccc2n(c1=O)C[C@H]1[C@H](CO)[C@@H](C(=O)Nc3ccc(-c4ccccc4)cc3)N(C)[C@@H]21 (mixture of isomers),41.0,3.8,-9.3,0.5,-8.3,/,-6.6,0.1
O=C1C2C3C=CC(O3)C2C(=O)N1Nc1ccccc1 (centres undefined),0.5,-2.2,4.4,7.8,-1.1,12.4,-24.3,0.0
CN(C)CCCn1cnc2c1c(=O)[nH]c(=O)n2Cc1ccccc1,-1.3,-5.2,-4.5,-1.8,-0.1,/,-2.3,0.1
CC(=O)Nc1ccc(S(=O)(=O)NN=CCCc2ccccc2)cc1,5.0,/,-6.2,0.0,4.9,2.9,-1.0,0.2
Cn1ncc(Br)c1C(=O)Nc1ccc(Br)cn1,0.5,-1.7,/,4.4,-2.2,/,10.4,0.0
Cc1noc(C)c1CSc1ncnc2sc3c(c12)CCCCC3,1.6,-0.2,2.2,-1.3,-6.1,7.6,-9.5,-0.1
Cc1ccc(S(=O)(=O)N[C@H]2CC[C@@H](CCn3cc(-c4cccc(F)c4)nn3)O[C@@H]2CO)cc1,-0.8,8.2,4.2,-1.6,7.4,-4.0,2.9,-0.1
Cc1nn(C)cc1NC(=O)C[C@H]1CC[C@@H]2[C@H](COc3ccc(NC(=O)C(C)C)cc3C(=O)N2C)O1,0.2,/,-10.9,/,/,-3.9,-4.9,0.2
COc1ccc(C=O)cc1CN1CCCN(Cc2ccccc2F)S1(=O)=O,-0.4,0.4,3.5,1.9,5.9,-3.4,2.9,0.1
Cn1nnnc1SCCNC(=O)C1CCC(=O)N(CCc2cccc(F)c2)C1 (centres undefined),1.0,2.9,11.1,-4.0,-3.5,/,-19.2,0.0
CCCC#Cc1ccc([C@H]2[C@H](CO)N3CCCCN(CC4CCOCC4)C[C@@H]23)cc1,-6.3,4.7,-4.7,2.2,?,-10.7,-23.1,0.2

# In the list so far, two have a CF3 group:
SMILES,Cneo AK release,SIRT5 inh,C2C12 statin,ERAP1 HTS inh,S100A4 inh HTS,PGC1a acetyl inh,LGR2 inh,Xi reactivation
COc1ccc(-c2nc3ccc(Cl)cn3c2Cc2ccccc2C(F)(F)F)cc1OC,-0.8,-4.5,-12.4,-5.4,-5.9,14.7,-48.6,/
O=C(C[C@@H]1C=C[C@@H](NC(=O)Nc2ccc(C(F)(F)F)cc2)[C@H](CO)O1)NCc1cccc(F)c1,0.4,-1.8,-20.3,-0.4,9.3,3.3,5.6,0.3

# The list continues:
SMILES,Cneo AK release,SIRT5 inh,C2C12 statin,ERAP1 HTS inh,S100A4 inh HTS,PGC1a acetyl inh,LGR2 inh,Xi reactivation
Cc1ccc(NC(=O)CCS(=O)(=O)c2cc3c(cc2Cl)NC(=O)CO3)cc1,0.3,0.4,4.7,-0.3,-3.7,-3.5,11.1,0.0
CC(=O)/C(N=Nc1cccc(C(F)(F)F)c1)=C(\C)O,/,-5.5,-3.0,3.5,6.2,-6.7,/,0.0
Cc1ccc(C)c(CNc2ccc(S(=O)(=O)N3CCCCC3)cc2)c1,0.4,-0.9,-6.5,0.5,0.9,-27.9,7.3,0.1
CN(C)C(=O)c1ccc(-c2ccc([C@H]3[C@@H](CO)N4CCCCN(CCC(F)(F)F)C[C@H]34)cc2)cc1,4.3,-1.0,-6.9,1.4,-11.6,-9.8,1.3,0.4
CC1(C)Cc2c(sc(NC(=O)C3CC(Cl)=CCC3C(=O)O)c2C#N)CO1 (centres undefined),/,-3.6,/,-10.4,-0.5,11.5,-34.8,0.0
COCCNc1nc2cc(-c3ccc(C)cc3)sc2c(=O)n1C,-2.4,6.2,-8.1,-8.0,-1.1,-1.4,-56.3,0.3
CC1CN(C(=O)Cc2ccc(-c3ccccc3)cc2)CC(C)O1 (centres undefined),-0.1,-2.7,-4.4,0.6,-2.2,11.6,-5.6,/
CCn1nc(C(C)C(=O)O)c2ccccc2c1=O (centres undefined),-0.6,-3.4,-2.5,8.7,1.5,-4.2,24.7,0.0
CN(C)CCNC(=O)c1cccc(-c2cnc3c(NC=O)cc(-c4ccc(C(=O)N5CCOCC5)cc4)cn23)c1,1.6,/,-37.5,-2.6,2.7,/,-1.8,0.3
O=C(CN1CCN(c2nc(-c3ccc(F)cc3)cs2)CC1)Nc1ccc2c(c1)OCO2,-3.7,-4.1,26.7,-1.0,1.2,/,-3.2,/
O=c1cnnc(N/N=C/c2cccs2)[nH]1,/,/,-5.6,-1.1,0.8,/,5.4,0.0
CCCN(C(=O)CCNC(=O)Cn1cnc2ccccc2c1=O)c1cccc(C)c1,-0.8,-2.6,2.5,-0.1,-0.7,/,18.0,0.0
COc1ccc(OC)c(NC(=O)CCN2CCN(CCO)CC2)c1,0.1,-1.7,14.6,1.0,-0.4,/,-9.6,0.0
NCC(=O)c1cccc2ccc[n+]([O-])c12,-3.6,-3.0,-7.1,0.7,4.9,/,-0.9,0.1
COC(=O)c1cc2c(c3c4ccccc4n(S(=O)(=O)c4cccc(C)c4)c13)C(=O)N(C)C2,/,/,/,0.2,-2.8,/,-7.1,0.1
CC1(C)CCCC2(C)C1CCC1(C)OC(=O)CCC12 (centres undefined),-0.3,0.1,1.3,0.7,1.5,-16.2,-6.9,/
COc1cc(NC(=O)CCn2c(=S)oc3ccccc32)cc(OC)c1OC,1.3,-2.2,-14.4,-1.8,-4.3,5.0,6.4,0.0
Cc1c(CN(C)C(=O)/C=C/c2ccc([N+](=O)[O-])cc2)cnn1C,/,1.1,/,-0.6,-1.6,/,20.2,0.0
C[C@]12CC[C@@H]3c4ccc(O)cc4CC[C@H]3[C@@H]1CCC2=O,28.2,-0.8,1.8,-1.2,3.1,-2.1,0.9,0.0
C/C=C/c1ccc([C@H]2[C@@H](CO)N3CCCCN(C(=O)Nc4ccccc4F)C[C@H]23)cc1,1.2,-2.2,/,-1.0,-4.8,-1.1,9.8,0.5
COc1ccc(CCN2C(=O)CC(NNC(=O)c3ccccc3Br)C2=O)cc1OC (centres undefined),2.6,-2.3,/,-0.4,-2.1,14.9,/,-0.1
CC1Oc2ccccc2N(CC(=O)NCCc2ccccc2)C1=O (centres undefined),-1.4,-3.0,-3.2,2.2,-1.4,-15.1,12.7,/
O=C(Cn1cnc2c(nnn2Cc2ccc(Cl)cc2)c1=O)NCc1ccco1,1.2,/,8.9,/,/,-2.7,-0.6,/
CNC(=O)C[C@@H]1C(=O)N(c2ccc(OC)cc2)CC1(C)C,/,-5.3,-6.2,17.4,0.3,-3.2,1.4,0.4
COC(=O)c1ccc(Sc2ccc(F)cc2)c(N)c1,/,-1.2,/,-3.8,-1.4,-14.6,-52.8,/
COc1ccc(C(=O)NCCc2cn3ccc(C)cc3n2)cc1,-1.5,-9.5,1.9,1.4,-1.5,3.7,-3.2,0.2
O=C(O)c1ccc(-c2nc3ccccc3[nH]2)cc1,/,/,/,0.5,-5.6,/,9.9,0.1
CC(=O)N1N=C(c2cccs2)CC1c1cc2cc(C)ccc2nc1Cl (centres undefined),/,-0.5,9.4,-4.1,-3.3,-2.4,0.3,0.2
COc1ccc(C(=O)/C(C)=N/O)cc1OC,-0.8,-1.1,9.4,10.1,-1.7,3.9,-9.9,/
CO[C@H]1CN(C)C(=O)c2ccc(NC(=O)Nc3ccccc3)cc2OC[C@@H](C)NC[C@@H]1C,-6.2,1.8,4.9,0.1,-3.2,6.2,-1.9,0.2
CC(OC(=O)c1ccc(Cl)c([N+](=O)[O-])c1)C(=O)N1CCN(Cc2ccccc2)CC1 (centres undefined),-0.4,3.3,-4.1,0.1,0.4,-0.8,-3.8,0.1
